# Source: PubChem BioAssay
# D3 ag = qHTS of D3 Dopamine Receptor Agonist: qHTS; D3R DiscoveRx beta-arrestin cells, luminescence, 90 min; max activation, %; 410,000 tested, 0.58% active; AID 652048, 2013; in the data active = max activation above about 30%; note: 0% is about no effect; mostly tested at two doses, the higher about 12 µM
# Target sequence (P35462 whole entry, looked up): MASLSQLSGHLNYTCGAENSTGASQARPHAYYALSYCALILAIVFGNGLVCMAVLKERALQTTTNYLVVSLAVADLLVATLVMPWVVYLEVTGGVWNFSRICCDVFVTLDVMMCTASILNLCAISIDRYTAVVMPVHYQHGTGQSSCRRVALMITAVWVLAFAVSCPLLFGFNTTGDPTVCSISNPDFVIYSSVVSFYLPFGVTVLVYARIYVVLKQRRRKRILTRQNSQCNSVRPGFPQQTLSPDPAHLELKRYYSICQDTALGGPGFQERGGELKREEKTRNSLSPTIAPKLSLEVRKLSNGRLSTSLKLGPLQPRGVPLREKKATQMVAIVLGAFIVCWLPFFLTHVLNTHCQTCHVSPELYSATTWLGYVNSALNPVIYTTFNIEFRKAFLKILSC
#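 Cells at 1500/well, incubated overnight, then treated with pinned compounds (dopamine as control) for 90 min at 37 degrees C. DiscoveRx reagent added for 30 - 60 minutes at room temperature; luminescence read.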
# PI5P4Ka inh = qHTS for Inhibitors of phosphatidylinositol 5-phosphate 4-kinase (PI5P4K); Phosphatidylinositol 5-phosphate 4-kinase type-2 alpha (Homo sapiens), P48426; PI5P4Kalpha enzyme, ADP-Glo luminescence, 60 min; active compounds read low; max response, %; 330,000 tested, 1.2% active; active = max response of -50% or lower; inconclusive = between -30% and -50%; inactive = -30% or higher; note: value at the top dose of about 77 µM; % is set by controls: 0 for no effect and ±100 for the full control effect
#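 Compounds were pin-transferred onto PI5P4Kalpha and substrate in HEPES pH 7.4 buffer with EGTA, CHAPS and 5% DMSO. ATP (5 microM final) started the reaction, which ran 60 minutes at room temperature before ADP-Glo detection.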
# PLK1 PBD block = qHTS for Inhibitors of PLK1-PDB (polo-like kinase 1 - polo-box domain): Primary Screen. Serine/threonine-protein kinase PLK1 (Homo sapiens), P53350. Potency, µM, for inactives: max response, negative = inhibition, actives largely listed as inhibitors. Plk1 PBD binding of FITC phosphopeptide, fluorescence polarization. 360,000 tested, 2.8% active; note: potency is the fitted concentration of half-maximal effect; series mostly up to about 57 µM; % is set by controls: 0 for no effect and ±100 for the full control effect; nearly all actives have a fitted effect of over 65% in size
# Target sequence (P53350 whole entry, looked up, the tested form may be a part): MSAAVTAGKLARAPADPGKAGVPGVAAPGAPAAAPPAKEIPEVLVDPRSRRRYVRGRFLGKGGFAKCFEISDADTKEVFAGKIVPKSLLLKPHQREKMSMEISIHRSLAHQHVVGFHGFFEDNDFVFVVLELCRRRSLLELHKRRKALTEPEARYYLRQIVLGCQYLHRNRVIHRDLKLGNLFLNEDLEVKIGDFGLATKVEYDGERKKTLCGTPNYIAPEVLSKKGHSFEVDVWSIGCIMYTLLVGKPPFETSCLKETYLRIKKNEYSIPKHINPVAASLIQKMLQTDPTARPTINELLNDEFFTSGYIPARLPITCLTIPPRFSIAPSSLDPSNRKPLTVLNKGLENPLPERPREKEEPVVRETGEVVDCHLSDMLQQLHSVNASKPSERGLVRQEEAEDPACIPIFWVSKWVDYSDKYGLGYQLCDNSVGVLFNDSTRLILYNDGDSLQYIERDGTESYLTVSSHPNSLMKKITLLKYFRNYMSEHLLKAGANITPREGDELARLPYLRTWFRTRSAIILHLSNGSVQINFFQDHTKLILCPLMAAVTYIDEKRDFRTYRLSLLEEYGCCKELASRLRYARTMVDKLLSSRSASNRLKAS
# IL-2 act = qHTS of IL-2 Activators | IL-2 activation reporter assay, cell-based qHTS; stimulated with anti-CD3/CD4/CD28 beads; in transgenic mouse T cells | activation, % (series mostly up to about 46 µM) | 360,000 tested, 0.065% active | AID 652025, 2013; in the data active = activation above about 50%; inconclusive = mostly about 30% to 49%; note: 0% is about no effect
#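 Screening format: compound pinned onto unstimulated transgenic mouse T cells, 60 min incubation, then anti-CD3/anti-CD4/anti-CD28 bead stimulation for 18 hours at 37 degrees C, followed by EGFP and DsRed detection.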
# GLP-1R agonist = qHTS of GLP-1 Receptor Agonists. Glucagon-like peptide 1 receptor (Homo sapiens), P43220. HEK293 GLP-1R CRE-luciferase, luminescence, 4-6 h; cells express a hypersensitive GLP-1R form. Potency, µM (titrated, usually from 45.6 µM), for the others: at the highest dose activation, most hits filed as activators. 380,000 tested, 0.007% active; note: potency is the fitted concentration of half-maximal effect; % of control where 0% means no effect
# WRN helicase inh = qHTS for Inhibitors of WRN Helicase; Bifunctional 3'-5' exonuclease/ATP-dependent helicase WRN (Homo sapiens), Q14191; WRN helicase unwinding, fluorescent forked duplex, kinetic; Potency, µM (titrated, usually from 114 µM), for the others: at the highest dose activity change, negative = inhibition, hits mostly inhibitors; 360,000 tested, 0.46% active; note: potency is the fitted concentration of half-maximal effect; % is set by controls: 0 for no effect and ±100 for the full control effect; nearly all actives have a fitted effect of over 55% in size
#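 Kinetic red-fluorescence monitoring (525/598 nm) tracks WRN helicase activity after 100 nM fluorophore-quencher forked duplex and 2 mM ATP are added to 20 nM enzyme pretreated 15 min at room temperature with compound.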
# DRD3 antagonist = qHTS of D3 Dopamine Receptor Antagonist: qHTS | D3R cells, DiscoveRx beta-arrestin luminescence, antagonist mode; active compounds read low | D(3) dopamine receptor (Homo sapiens), P35462 | 360,000 tested, 2.5% active | max response, negative = inhibition, %; in the data active = max response below about -50%; inconclusive = no clear call, values can overlap the other calls; note: % is set by controls: 0 for no effect and ±100 for the full control effect; mostly tested at two doses, the higher about 12 µM
#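 Cells plated overnight at 1500 cells/well, then exposed to library compounds with dopamine controls for 90 minutes at 37 degrees C. DiscoveRx reagent added for 30–60 minutes at room temperature; luminescence read, quantitative HTS format.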
# HEK293 tox = qHTS of GLP-1 Receptor Inverse Agonists: Cytotox Screen | HEK293 cAMP-luciferase reporter cells, luminescence, 24 h | Potency, µM (titrated, usually from 38.3 µM), for inactives: at the highest dose activity change, negative = inhibition, most hits filed as inhibitors | 410,000 tested, 0.13% active;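 note: loss of luciferase light is scored as toxicity; potency is the fitted concentration of half-maximal effect; % is set by controls: 0 for no effect and ±100 for the full control effect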
#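 A 23 nL compound transfer followed 12 hours of cell culture at 37 deg C; exposure then lasted 24 hr. Luciferase assay detection reagent was dispensed and plates read for luminescence after a 12 min room-temperature wait.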
# GLP1R inv ag = qHTS of GLP-1 Receptor Inverse Agonists (Inhibition Mode) | Glucagon-like peptide 1 receptor (Homo sapiens), P43220 | HEK293 GLP-1R CRE-luciferase, luminescence, 24 h; GLP-1R form is constitutively active | Potency, µM (series often up to 38.3 µM), inactives show top-dose activity change, negative = inhibition, hits mostly inhibitors | 410,000 tested, 1.6% active | AID 624417, 2012; note: potency is the fitted concentration of half-maximal effect; % is set by controls: 0 for no effect and ±100 for the full control effect; nearly all actives have a fitted effect of over 55% in size
#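 GLP-1R inverse agonism mode: basal reporter luminescence in engineered HEK293 cells measured after one day of compound exposure at 37 deg C, with a 12 min room-temperature detection step.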
# An asterisk follows results filed as active; ? = inconclusive; / = no result given; [ ] = remark or other dose. Unless noted, calls come from the whole dose curve; as a rule, active = well fitted curve in the direction sought with a large enough effect; inconclusive = small, poorly fitted or top-dose-only effect, or another doubt; inactive = no such curve, though single readings can be large; an effect the other way counts as inactive or inconclusive. Compounds as they come; about 7.8% have a hit in one of these screens.
SMILES,IL-2 act,HEK293 tox,GLP1R inv ag,DRD3 antagonist,GLP-1R agonist,PLK1 PBD block,PI5P4Ka inh,D3 ag,WRN helicase inh
O=C(COC(=O)c1cccc(F)c1)NC(=O)NCc1ccccc1,1.0,1.4%,17.2%,12.7,-0.9%,0.5%,-1.3,-11.1,4.5%
C/C(=N/N=C(/N)SCc1ccccc1)C(C)(C)C,-0.2,-3.1%,15.0%,-4.5,4.0%,-17.4%,-6.6,-2.4,-0.1%
CCC(C)n1[nH]c(=O)c2c(C)cc(C)nc21 (stereo not drawn),-0.4,3.9%,38.7%[activator],-20.3,-3.2%,-7.4%,-1.0,-3.3,4.1%
O=C(Nc1c[nH]c(=O)[nH]c1=O)c1ccccc1Br,0.4,5.1%,13.1%,3.1,-2.1%,-4.2%,2.0,3.8,1.3%
O=c1[nH]c(-c2ccc(Cl)cc2)nc(=S)[nH]1,-0.5,-10.2%,17.0%,-4.4,-2.6%,-1.1%,-10.5,1.8,-0.7%
Cc1ccc(NC(=O)[C@H](C)NC(=O)C2CCN(C(=O)[C@H](CC(C)C)NC(=O)OC(C)(C)C)CC2)cc1,-3.5,16.5%,?,-11.2,-7.5%,-9.8%,4.8,-7.9,1.1%
CC(C)(C)c1ccc(C(=O)NCC(=O)N2CCCCCC2)cc1,-1.5,-10.8%,?,-1.4,17.1%,-1.9%,4.9,3.0,-3.9%
Cc1c(C(=O)NCCC#N)sc(=O)n1Cc1ccccc1F,0.5,1.4%,25.6%,6.4,6.6%,2.2%,1.4,2.5,10.6%[57.1 µM]
CCOc1ccc(NC(=S)N(CCCN2CCCC2)Cc2cccn2Cc2ccc(Cl)cc2)cc1,-3.6,-0.3%,?,-10.4,5.4%,2.5%,-5.5,-10.4,2.4%
C/C(Cc1ccccc1)=N\NC(=O)CNC(=O)/C=C\c1ccccc1,-1.4,0.0%,-14.6%,9.1,4.3%,-3.2%,0.0,-4.1,-7.6%
CCCSCCCNC(=O)Cn1cc2c(n1)CCCCC2,-3.5,3.2%,-40.7%,-15.6,10.7%,-11.8%,2.8,1.3,1.1%
Cc1ccc(C)c(Cn2c(CO)nc3ccccc32)c1,0.8,-6.7%,?,-11.4,-6.8%,-1.7%,2.0,0.2,-19.3%
COc1ccc(CNC(C)CCc2ccccc2)cc1 (stereo not drawn),-3.5,-2.6%,13.8%,-55.2*,5.0%,-12.6%,0.0,0.8,13.0%
CCc1ccccc1NC(=O)N1CCc2ccccc2C1,-0.3,4.1%,-0.2%,-7.8,3.3%,-2.0%,2.0,-7.5,6.0%
CC1CN(Cc2ccccc2)C(C)CC1O (stereo not drawn),0.1,7.7%,29.9%,19.4,0.7%,5.7%,2.6,2.4,-6.8%[57.1 µM]
COc1ccc(/C=C(/NC(=O)c2cccs2)C(=O)Nc2ccc(C)cc2)cc1OC,0.1,-2.0%,33.4%[activator],-14.3,-3.8%,-4.1%,0.3,1.8,-25.3%
COc1ccc(-n2nc3c(c2NC(=O)c2ccccc2)CS(=O)(=O)C3)cc1,-2.0,-10.0%,3.2%,-2.8,3.9%,-13.8%,-9.0,-4.8,8.3%
CC(=O)Nc1c([N+](=O)[O-])cc(C)c(Cl)c1[N+](=O)[O-],-2.6,21.9%,98.1%[activator],10.2,7.6%,-12.9%,-1.0,5.4,-0.8%
Cc1csc(Sc2ccc(S(=O)(=O)N3CCCC3)cn2)n1,-0.9,-3.9%,26.3%,13.2,6.2%,-5.2%,-6.4,-4.0,1.0%[57.1 µM]
COCCCNC(=O)Cn1cnc2c(OCc3ccccc3)ncnc21,-0.5,-1.0%,2.6%,-7.6,-5.1%,-15.2%,3.4,-4.8,1.4%
CC1CCc2c(sc(NC(=O)CSc3nc4c(c(C(F)(F)F)n3)CCc3ccccc3-4)c2C(N)=O)C1 (stereo not drawn),-2.8,-5.2%,16.8%,10.0,6.1%,-5.7%,4.3,-9.4,2.1%
O=C(C1CCCCC1)N1C[C@H](O)[C@@H](n2cc(-c3ccc(F)cc3)nn2)C[C@@H]1c1ccccc1,2.1,-2.7%,?,-23.8,1.1%,-22.6%,-4.6,3.8,1.8%
COc1ccc(NC(=S)NNC(=O)CCn2cc([N+](=O)[O-])cn2)cc1,-1.1,-3.5%,11.4%,-6.9,2.2%,-9.9%,8.2,-4.5,-0.4%
Cc1ccc(N(CC(=O)N/N=C/c2ccc(OC3CSC3)cc2)S(=O)(=O)c2ccccc2)c(C)c1,-5.0,-3.6%,?,-12.1,20.5%,-0.2%,1.2,0.6,-7.8%
CCc1ccc(OCCn2ccnc2)cc1,1.6,2.8%,25.1%,2.8,-1.7%,6.4%,-0.6,-0.9,-4.3%
Cc1nnc(SCCCN2C(=O)c3ccccc3C2=O)o1,-1.6,14.3%,0.3%,-10.7,-9.0%,-14.6%,-7.0,-4.1,-3.0%
COc1ccc(NC2CCCN(C(=O)c3cccnc3)C2)cc1 (stereo not drawn),0.1,-3.1%,4.5%,-13.5,2.7%,-12.8%,-3.0,1.0,5.8%
COc1ccc(-c2nc(CSCC(=O)NCc3ccc4c(c3)OCO4)c(C)o2)cc1,-1.8,4.0%,-14.7%,-11.2,-6.1%,-7.4%,2.5,-5.7,1.7%
O=C(NC(=O)c1ccccc1)Nc1ccc(-c2cnco2)cc1,-2.7,-3.1%,36.2%[activator],-14.6,0.5%,-7.0%,-10.7,-14.4,?
COc1cccc(OCc2cc(C(=O)NC(C)c3cnn(C)c3C)no2)c1 (stereo not drawn),-0.4,1.2%,7.3%,7.4,-1.6%,0.3%,5.5,6.9,4.7%[57.1 µM]
COc1cccc(-n2c(SCC(=O)NC3CCCCC3)nc3n[nH]c(C)c3c2=N)c1,0.2,?,-15.9%,-15.5,-2.0%,-15.3%,-16.4,-3.4,-22.4%
CCc1c(C)[nH]n(-c2nc(-c3cccc([N+](=O)[O-])c3)cs2)c1=O,-2.6,?,0.0%,-22.7,4.6%,-22.8%,-22.0,-3.6,?
Cc1ccc(NC(=O)COC(=O)Cc2c[nH]c3ccccc23)cc1C,0.5,0.9%,-8.5%,10.8,-3.9%,4.7%,2.0,-1.3,2.9%
COc1cccc(/C=N/NC(=O)CN(C2=NS(=O)(=O)c3ccccc32)c2ccccc2)c1,-1.2,-8.6%,15.6%,1.5,19.4%,2.8%,-4.9,1.7,6.1%
CC1Cc2ccccc2N1C1=CC(=O)CCC1 (stereo not drawn),-1.0,-4.1%,2.1%,-11.0,2.0%,-7.1%,4.0,-0.9,0.1%
Cc1c(NC(=O)c2cc3ccccc3o2)c(=O)n(-c2ccccc2)n1C,2.1,1.9%,2.7%,7.6,8.7%,-3.5%,-4.0,0.0,-9.5%
Cn1nc(C(=O)Nc2cccc(C(=O)NC3CC3)c2)c2ccccc2c1=O,1.4,-1.7%,29.5%,15.4,5.6%,2.6%,-1.6,1.8,10.5%
O=C(Nc1ccc2c(c1)OCCO2)C(c1ccccc1)n1c(=O)c(-c2ccco2)nc2ccccc21 (stereo not drawn),-0.2,-10.8%,-19.1%,0.0,/,-13.8%,-25.0,-8.2,-1.0%
CC(=O)Nc1ccc(S(=O)(=O)NCC(CCC(=O)O)C(F)(F)F)cc1 (stereo not drawn),-3.8,14.6%,11.0%,-1.1,4.7%,13.4µM*,?,5.0,6.9%
O=C(Cc1ccc(NC(=O)C2CCN(C(=O)CCc3ccccc3)CC2)cc1)Nc1ccc(C(=O)N2CCOCC2)cc1,-0.5,2.3%,-0.9%,4.0,11.3%,-8.0%,4.3,-11.2,1.4%
COc1cc(OC)cc(C(=O)NCC(=O)OCC(=O)NC(C)CCc2ccccc2)c1 (stereo not drawn),0.2,0.5%,12.5%,7.9,4.4%,-3.3%,3.5,8.4,-11.4%
CCOc1ccccc1-c1cc(C(=O)N/N=C(\C)c2cccnc2)c2ccccc2n1,-1.4,7.8%,19.8%,21.8,0.9%,2.4%,2.4,-8.4,-23.8%
CC1CCCN(C(=O)NC(=O)c2ccc(Cl)cc2)C1 (stereo not drawn),-3.0,-4.4%,6.7%,0.5,-1.1%,2.2%,-2.0,0.2,0.0%
CCOC(=O)c1ccc(NC(=O)c2ccc(C)c(S(=O)(=O)N3CCOCC3)c2)cc1,-2.0,?,?,34.0,-45.3%[inhibitor],26.7µM*,-11.4,6.2,-5.6%
CCOC(=O)C1(Cc2cccc(F)c2)CCN(C(=O)c2cscn2)CC1,0.6,-0.5%,7.6%,6.6,6.7%,-5.4%,-5.6,2.6,6.3%
Clc1ccccc1OCCCn1ccnc1,0.8,0.4%,9.8%,-0.6,-1.6%,4.4%,-6.8,-6.8,2.9%
O=C1NC2=C(C(=O)CCC2)C(c2ccccc2Cl)N1 (stereo not drawn),-0.3,14.4%,2.8%,-3.0,2.2%,-8.8%,-0.1,5.0,0.3%
CCCCCn1c(=O)[nH]c2cc(C(=O)N3CCN(c4ccc(OC)cc4)CC3)ccc2c1=O,/,3.6%,15.7%,/,0.8%,/,/,-5.0,/

# 2 compounds drawn at random from those above:
SMILES,IL-2 act,HEK293 tox,GLP1R inv ag,DRD3 antagonist,GLP-1R agonist,PLK1 PBD block,PI5P4Ka inh,D3 ag,WRN helicase inh
CCc1ccccc1NC(=O)N1CCc2ccccc2C1,-0.3,4.1%,-0.2%,-7.8,3.3%,-2.0%,2.0,-7.5,6.0%
C/C(Cc1ccccc1)=N\NC(=O)CNC(=O)/C=C\c1ccccc1,-1.4,0.0%,-14.6%,9.1,4.3%,-3.2%,0.0,-4.1,-7.6%
